p53ts 32C kill – kills p53ts cells at the permissive temperature | 130,000 tested, 0.93% active | H1299-p53A138V at 32C, ATP luminescence viability, 24 h | Potency, µM (titrated, usually from 46.1 µM), without a hit: at the highest dose activity change, negative = cytotoxicity, hits mostly cytotoxic;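 also: 0% = DMSO and -100% = full killing by reference compound; nearly all actives have a fitted effect of over 55% in size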
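Viability by ATPlite luminescence after 24 h compound treatment (up to 46 uM) at the permissive 32C. Cells are H1299 carrying p53 A138V. Scale runs from DMSO basal to 100 uM tamoxifen as full kill; AC50 from Hill fits.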
IkB signaling – IkB pathway inhibition in ABC-DLBCL cells; 110,000 tested, 0.04% active; Potency, µM (top dose mostly 57.1 µM), without a hit: top-dose IkBa stabilization activation; ABC-DLBCL IkBa-CBG/CBR dual luciferase ratio, 4 h; response scale: scaled: untreated 0%, proteasome inhibitor 100%; active = well fitted curve in the direction sought with a large enough effect in the signal ratio, not every such curve was filed as active; inconclusive = small, poorly fitted or top-dose-only effect, or a change in a side signal; the % refers to the signal ratio;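 also: the direction sought is a rising ratio; 0% = basal untreated cells and 100% = reference inhibitor full response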
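Curves were fitted separately to fusion (green), unfused (red) and ratio luminescence, then classed by r2, magnitude and activity. Cells: OCI-Ly3, 4 h compound plus doxycycline at 37C; 10 uM MG-132 defined full response.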
p53ts 39C tox – kills p53ts cells at the nonpermissive temperature; H1299-p53A138V viability at 39C, ATP luminescence, 24 h; Potency, µM (titrated, usually from 46.1 µM), inactives show top-dose activity change, negative = cell killing, actives largely listed as cytotoxic; 130,000 tested, 1.5% active; also: nearly all actives have a fitted effect of over 55% in size
Imprint erasure – inducers of genomic imprint erasure in mouse ES cells. mouse ES Peg3-LacZ reporter, beta-gal luminescence, 40 h. Potency, µM (doses to about 60.7 µM), inactives show top-dose activity change, positive = activation, most hits filed as activators. 110,000 tested, 0.02% active. AID 1948;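 also: 0% = negative control wells on the plate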
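Each well holds 300 Peg3LacZ-Neo (maternal) female ES cells incubated 40 h at 37C, 5% CO2. LacZ is measured by BetaGlo luminescence, with AC50 and maximum efficacy derived from dose-response curves.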
Numbers without * were called inactive; ? = inconclusive; . = no result given; [ ] = another dose, or the depositor's remark. Unless noted, calls follow the shape of the dose curve; as a rule, active = well fitted curve in the direction sought with a large enough effect; inconclusive = small, poorly fitted or top-dose-only effect, or another doubt; inactive = no such curve, though single readings can be large; an effect the other way counts as inactive or inconclusive. Unless noted, % is scaled to controls: 0 for no effect and ±100 for the full control effect; potency is read from the fitted curve at half-maximal effect. Not a hit list, and some 1.7% of all compounds hit somewhere here.

SMILES	p53ts 32C kill	IkB signaling	p53ts 39C tox	Imprint erasure
COC(=O)CC1C(=O)NC2CCCCC2N1C(=O)c1ccccc1 (stereo unspecified)	-7%	0.3%	2%	-8%
Fc1ccc(C2=Nn3c(Cc4ccccc4)nnc3SC2)cc1	-2%	-1.3%	-16%	-7%
Cc1ccc2cc(CN(Cc3nnnn3C3CCCC3)C3CCCCC3)c(=O)[nH]c2c1C	-4%	21%	2%	26%
Cc1cc(C)cc(N2C(=O)CS(=O)(=O)C23C(=O)N(Cc2ccc(F)cc2)c2ccc(C)cc23)c1 (stereo unspecified)	2%	-1.0%	6%	7%[10.9 µM]
CN(C)C(=O)c1ccc(Oc2ccc(C(=O)N(C)C)cc2)cc1	1%	1.0%	-4%	-8%
CCc1cccc(NC(=O)C(Cc2ccccc2)NS(=O)(=O)c2cccs2)c1 (stereo unspecified)	-4%	?	-15%	-9%[10.9 µM]
Nc1cccc(-c2nc3ccc(N)cc3s2)c1	3.2µM*	?	3.2µM*	-90%[inhibitor]
COc1ccc(-c2[nH]c(-c3ccc(C)cc3)nc2SCC(=O)Nc2nccs2)cc1	-10%	.	-28%	.
COc1ccc(-n2c(Cc3cccn3C)nnc2SCC(=O)Nc2ccc(C)c(Cl)c2)cc1	22%	?	15%	-28%
Cc1noc(C)c1C(=O)N1CCC2(CCN(C(=O)Nc3ccccc3)CC2)CC1	8%	7.8%[11.4 µM]	9%	.
O=C(NCc1ccco1)C1(c2ccccc2)CCCC1	-1%	4.7%	7%	-18%
c1cncc(-c2noc(C34CC5CC(CC(C5)C3)C4)n2)c1	3%	4.2%	-4%	-4%
CCc1ccc(CNC(=O)c2ccc(NC(=O)N3CC(C)Sc4ccccc43)cc2)cc1 (stereo unspecified)	1%	?	-22%	-8%[10.9 µM]
Cc1ccccc1C(=O)c1cccn1CC(=O)O	9%	.	3%	.
CCOC(=O)c1[nH]c2ccc(OC)cc2c1NC(=O)CN1CCN(c2ccccn2)CC1	-8%	.	-2%	.
CNC(=O)c1c[nH]c2ccc(S(=O)(=O)Nc3cccc(Cl)c3C)cc2c1=O	?	?	-27%	-9%[10.9 µM]
COc1ccc(-c2cc(C(=O)N3CCN(c4ccccn4)CC3)c3ccccc3n2)cc1	13µM*	?	13µM*	-21%
CCc1nnc(NC2=NCCC2)s1	-4%	0.0%	7%	2%
COc1cccc(NC(=O)COc2ccc(N3CC(C(=O)NCC(C)C)CC3=O)cc2)c1 (stereo unspecified)	5%	-5.0%	10%	-10%
CCC1(CC)C(=O)N(C)C(=O)NC1=NCc1ccccc1	3%	-2.1%	7%	-28%

Profiles, quoted from the list:
Record of CNC(=O)c1c[nH]c2ccc(S(=O)(=O)Nc3cccc(Cl)c3C)cc2c1=O → p53ts 32C kill: ?; IkB signaling: ?; p53ts 39C tox: -27%; Imprint erasure: -9%[10.9 µM]
Record of Nc1cccc(-c2nc3ccc(N)cc3s2)c1 → p53ts 32C kill: 3.2µM*; IkB signaling: ?; p53ts 39C tox: 3.2µM*; Imprint erasure: -90%[inhibitor]

Two compounds from above, reduced to p53ts 39C tox:
Structure	p53ts 39C tox
Cc1noc(C)c1C(=O)N1CCC2(CCN(C(=O)Nc3ccccc3)CC2)CC1	9%
O=C(NCc1ccco1)C1(c2ccccc2)CCCC1	7%

(listing goes on)
SMILES	p53ts 32C kill	IkB signaling	p53ts 39C tox	Imprint erasure
Cc1cccc(NC(=O)CN2CCCN(S(=O)(=O)c3ccc(Br)s3)CC2)c1	-19%	?	-12%	-10%
CCCS(=O)(=O)NCCc1csc2nc(-c3ccc(OC)cc3)nn12	-6%	-1.9%	-7%	18%[10.9 µM]
CCOc1ccccc1CN1C(=O)c2ccccc2C1C(=O)NC1CCCCCC1 (stereo unspecified)	4%	-1.1%	-5%	-3%[10.9 µM]
CN(c1ccc(C(=O)N2CCCCC2)cc1)S(=O)(=O)c1ccccc1	5%	3.2%	7%	-7%
c1ccc(CN2CCN(C(c3ccccc3)c3nnnn3Cc3ccccc3)CC2)cc1 (stereo unspecified)	-9%	.	-3%	.
CCCCCNC(=O)C1CCC(Cn2c(=O)c3sccc3n(CC(=O)NCc3cccc(OC)c3OC)c2=O)CC1 (stereo unspecified)	6%	0.6%	-4%	-6%[10.9 µM]
CCn1ccc2cc(S(=O)(=O)N3CCC(C(=O)NCC(C)c4ccccc4)CC3)ccc21 (stereo unspecified)	0%	?	-7%	-4%[10.9 µM]
Cc1cnc(CNc2ccnc(-c3cccnc3)n2)cn1	15%	2.1%[11.4 µM]	-4%	-4%
Cc1ccc2cc(CN(Cc3ccccc3)Cc3nnnn3C3CCCC3)c(=O)[nH]c2c1	47%[activator]	?	3%	.
COCC(=O)N1CCC2(CC1)CCN(C(=O)Nc1cccc(C#N)c1)CC2	-25%	2.7%[11.4 µM]	-16%	.
CC(=O)N1CCc2cc(Br)cc(S(=O)(=O)CCC(=O)N3CCN(c4ccccc4)CC3)c21	-3%	1.6%	1%	2%[10.9 µM]
COc1ccc(NS(=O)(=O)c2ccc3c(c2)Cc2ccccc2-3)cn1	34%[activator]	?	13%	-10%
O=C(NCc1ccco1)c1ccc2ccccc2c1	?	13%	-20%	-20%
CCn1cc(C(=O)NC2CCC(C)CC2)c(=O)c2cc(S(=O)(=O)N3CCCCC3)ccc21 (stereo unspecified)	22%	1.2%	42%[activator]	7%
Cc1ccc(NCc2nnc(SCC(=O)NCc3ccco3)n2CC2CCCO2)cc1Cl (stereo unspecified)	-8%	?	-10%	-14%
Cc1ccc2c(c1)nnn2C1CCN(CC(=O)Nc2ccccc2N2CCOCC2)CC1	1%	0.4%	6%	-15%
Cc1cc(Cl)ccc1NC(=O)CN1C(=O)CSc2ccc(S(=O)(=O)N(C)C)cc21	4%	1.2%	-5%	-16%[10.9 µM]
COc1ccc(OCc2nn3c(-c4ccco4)nnc3s2)cc1	-1%	-1.3%	1%	-10%
Cc1cc(C)c(NC(=O)CSc2nc3ccccc3c3nc(-c4ccccc4)nn23)c(C)c1	-4%	-0.3%	-19%	-5%[10.9 µM]
CCOc1cc2[nH]c(=O)n(CCCCC(=O)N3CCN(c4ccccc4)CC3)c(=O)c2cc1OCC	4%	-0.7%	-12%	-12%[10.9 µM]
COC(=O)Cn1c(=NC(=O)c2cc(OC)cc(OC)c2)sc2cc(OC)ccc21	17%	.	17%	.
O=C(CSc1nnc(CNC(=O)c2cccs2)o1)NCCc1ccccc1	12%	-0.5%	5%	-8%
CCOc1ccc(N(CC(=O)Nc2ccc(OC)cc2)S(=O)(=O)c2c(C)noc2C)cc1	1%	0.8%	0%	-13%
CCOc1cccc(CC(=O)N2CCc3c([nH]c4ccccc34)C2c2ccc(OC)cc2)c1OCC (stereo unspecified)	54%[activator]	?	18%	9%[10.9 µM]
Cc1ccccc1-c1nnc(SCC(=O)N(C)C2CCCCC2)o1	-12%	1.4%	5%	-10%[10.9 µM]
CN(C)c1ccc(NC(=O)c2ccncc2)c2ccccc12	12%	0.6%	-11%	-5%
CCc1cc2c(nc1CC)CCN(CC/C(C)=N/OC[C@H]1O[C@H](c3ccccc3)C=C[C@@H]1Oc1ccc(OC)cc1)C2	5%[9.22 µM]	.	10%[9.22 µM]	.
Cc1ccc(CNC(=O)Cn2ccn(-c3cccc(Cl)c3)c(=O)c2=O)cc1	7%	-2.5%	?	-20%[10.9 µM]
O=c1c(-c2ccccc2)nc2cnc(Oc3cccc(Cl)c3)nc2n1C1CC1	5%	2.2%[11.4 µM]	-4%	-12%
CCCCOC(=O)Nc1ccc(N2CCOCC2)cc1	-23%	0.1%	-24%	-19%
COc1cc(NC(=O)CCN2CCN(Cc3ccccc3)CC2)cc(OC)c1	-5%	0.7%	4%	-20%
CCN1CCN(c2csc3ccc(Br)cc3c2=O)CC1	-9%	9.0%	?	-16%[10.9 µM]
COc1cccc(N2CCN(C(=O)c3cccc(NC(=O)c4nsc5ccccc45)c3)CC2)c1	-16%	5.6%	?	-10%[10.9 µM]
COc1ccc(NC(=O)Cn2c(=O)n(CC3CCCO3)c(=O)c3ccccc32)c(OC)c1 (stereo unspecified)	4%	0.0%	16%	3%[10.9 µM]
CN1CCc2nc(-c3ccccc3)c(-c3ccccc3)cc2C1	-7%[9.22 µM]	.	2%[9.22 µM]	.
CC(=O)OC1CC(OC(C)=O)[C@]2(C)C(CC(O)[C@]3(C)C2CC[C@@]2(C)C(c4ccoc4)OC(=O)C4O[C@]432)C1(C)C (stereo partly specified)	18%	.	10%	-7%
CCCC(=O)Nc1ccc(C(=O)N2CCCC2)cc1	2%	0.9%	0%	-52%[inhibitor]
Cc1nn(-c2ccc(F)cc2)c(-n2cccc2)c1C(=O)N1CCCCC1C (stereo unspecified)	-1%	-0.6%	-27%	6%[10.9 µM]
Cc1nnc(SCC(=O)Nc2cccc(C(F)(F)F)c2)n1Cc1ccco1	2%	0.1%	-14%	-13%
Cc1cccnc1NC(=O)Nc1cccc(C(F)(F)F)c1	0%	0.1%	-3%	2%

Sorted by the number under IkB signaling (low to high): some entries from above.
SMILES | IkB signaling
COc1ccc(NC(=O)Cn2c(=O)n(CC3CCCO3)c(=O)c3ccccc32)c(OC)c1 (stereo unspecified) | 0.0%
CCCCOC(=O)Nc1ccc(N2CCOCC2)cc1 | 0.1%
CCCC(=O)Nc1ccc(C(=O)N2CCCC2)cc1 | 0.9%

Additional results.
SMILES	p53ts 32C kill	IkB signaling	p53ts 39C tox	Imprint erasure
O=C(COc1ccc(Cl)cc1)Nc1ccccc1N1CCOCC1	3%	0.0%	-8%	-6%
COc1ccc(N2C(=O)C3CCCN3C2c2ccccc2F)cc1 (stereo unspecified)	4%	3.9%	-10%	-11%
c1cc2c(cc1-c1cnc3n1CCC3)OCCO2	?	?	13µM*	-6%
CCOc1ccc(NCc2cccn2-c2nnc(N3CCC(C(=O)NCCOC)CC3)s2)cc1	11%	?	-7%	?
O=S1(=O)c2ccccc2N(Cc2ccc(Cl)cc2)c2ccccc21	11%	0.4%	-5%	18%[10.9 µM]
CC(C)OC(=O)C1C(=O)CC(C)(O)C(C(=O)OC(C)C)C1c1cccnc1 (stereo unspecified)	-6%	0.1%	7%	.
CCCN(Cc1cc2cc(OC)ccc2[nH]c1=O)C(=O)c1ccncc1	9%	2.3%	3%	-13%
Cc1nc2c(-c3ccc(F)cc3)c(C)nn2c(N2CCOCC2)c1C	3%	?	12%	-6%
CN1CCCC2(CCN(C(=O)c3cc(C(F)(F)F)cc(C(F)(F)F)c3)CC2)C1	-15%	4.8%[11.4 µM]	-7%	.
Cc1c(C(=O)N2CCN(c3ccc(F)cc3)CC2)sc2nc3n(c(=O)c12)CCC3	-7%	-0.4%	-13%	-12%[10.9 µM]
COc1cccc(N2CCN(C(=O)C3C4C=CC5(CN(Cc6ccccc6Cl)C(=O)C35)O4)CC2)c1 (stereo unspecified)	3%	0.7%	1%	-14%
Cc1c(C(=O)N2CCN(c3ccccc3)CC2)sc2nc3n(c(=O)c12)CCC3	-11%	6.7%	-20%	-15%[10.9 µM]
O=C(c1cccnc1NCc1ccccc1)N1CCOCC1	-15%	0.6%	-1%	2%
Cc1nc(N2CCCCC2)c2sc(=S)n(C)c2n1	0%	-0.7%	3%	-4%
O=C(C1CCCN(S(=O)(=O)c2cnc[nH]2)C1)N1CCN(c2ccc(Cl)cc2)CC1 (stereo unspecified)	1%	3.2%	-13%	-19%
CCOc1ccc(N(CC(=O)N2CCCC2)S(=O)(=O)c2c(C)noc2C)cc1	16%	-0.3%	-5%	-16%
COc1ccc(C(C)=O)cc1CN1CCCCC1	-10%	.	-4%	.
O=C(N/N=C/c1ccco1)c1cc(-c2ccccc2)n[nH]1	0%	.	20%	.
Cc1cc(Cl)cc(Cl)c1OCC(=O)NCc1ccco1	6%	2.1%	3%	-6%
CCCCCCCCN	-22%[1.84 µM]	-1.6%	12%	1%
CCOC(=O)N1CCN(C(=O)c2ccc(CS(=O)(=O)c3ccc(OC)cc3)o2)CC1	5%	-0.5%	-6%	-19%
O=C1C(c2[nH]c3ccccc3c2O)=Nc2ccccc21	8%[1.84 µM]	2.5µM*	-12%	-4%
CC(=O)NCCNc1nc(-c2ccc(N(C)C)cc2)nc2ccccc12	?	-7.0%[11.4 µM]	13µM*	?

From PubChem BioAssay
